# HTR5A inv ag: HTR5A inverse agonism, opioid heterodimer counter-screen; HTR5A cell line, luminescence; inhibition, % at 9.3 µM; AID 504634; P47898; 340,000 compounds, 0.083% hits; in the data active means inhibition mostly above about 23%, no sharp cut-off; inactive means mostly below about 18%;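 further: 0% = cells with DMSO and 100% = no-cell wells with DMSO; some compounds called inactive have numbers as strong as hits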
# Target sequence (P47898 whole entry, looked up): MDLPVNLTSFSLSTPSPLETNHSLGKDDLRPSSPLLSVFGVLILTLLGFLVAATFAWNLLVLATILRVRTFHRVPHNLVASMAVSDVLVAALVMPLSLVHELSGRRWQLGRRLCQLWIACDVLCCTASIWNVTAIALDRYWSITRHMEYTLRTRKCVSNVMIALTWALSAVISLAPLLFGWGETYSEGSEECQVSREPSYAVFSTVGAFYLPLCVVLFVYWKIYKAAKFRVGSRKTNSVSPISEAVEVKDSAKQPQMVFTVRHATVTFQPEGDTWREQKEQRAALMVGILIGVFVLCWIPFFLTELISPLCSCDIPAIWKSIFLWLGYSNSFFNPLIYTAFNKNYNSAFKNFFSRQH
# PvdQ acylase: P. aeruginosa PvdQ acylase inhibition; inhibition, % at 10 µM; 340,000 compounds, 0.063% hits; purified PvdQ acylase, fluorescence plate reader; in the data active means inhibition above about 30%, passing the limit was not always enough;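 further: 0% = vehicle neutral wells and 100% = reference inhibitor wells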
# SR-BI DiI inh: mouse SR-BI HDL lipid transfer inhibition; ldlA[mSR-BI] CHO cells, DiI-HDL uptake fluorescence, 3 h; inhibition, % at 12.5 µM; 320,000 compounds, 0.96% hits; AID 488896;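 active means mean replicate inhibition of at least 70% and a set share of replicates each scoring 70 or more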;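 further: 0% = median of neutral control wells and 100% = median of positive control wells; values of inactives mirror those of a sister screen read the other way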
# MITF act: activators of MITF-driven TRPM1 promoter activity in SK-MEL-5 cells. activation, % at 12.5 µM. 300,000 compounds, 0.75% hits. SK-MEL-5 TRPM1-promoter luciferase, 24 h; % of positive control, neutral wells = 0;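 active means mean activation of at least 80% with every replicate also reaching 80%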;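 further: 0% = neutral control wells and 100% = parthenolide positive control wells; values of inactives mirror those of a sister screen read the other way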
# HTR5A ag ctr: counter-screen for OPRM1-OPRD1 agonists: human HTR5A agonism; HTR5A agonist assay, luminescence, cell-based; 340,000 compounds, 0.61% hits; AID 504692; activation, % at 9.3 µM; P47898; in the data active means activation mostly above about 9.5%, no sharp cut-off; inactive means mostly below about 7.6%;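 further: 0% = cells with vehicle only and 100% = reference agonist; strong numbers were not always called active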
# dFosB act: enhances mouse delta FosB homodimer DNA binding; P13346; purified delta FosB, TAMRA-CDK5 oligo fluorescence polarization; percent of positive-control signal above neutral wells; activation, % at 25 µM; 340,000 compounds, 0.99% hits;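 active means mean activation above about 17%, with every replicate also reaching it, limit read from the data, passing the limit was not always enough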;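 further: fluorescence polarization rise as delta FosB binds a TAMRA Cdk5 AP-1 oligo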
# Target sequence (P13346 whole entry, looked up): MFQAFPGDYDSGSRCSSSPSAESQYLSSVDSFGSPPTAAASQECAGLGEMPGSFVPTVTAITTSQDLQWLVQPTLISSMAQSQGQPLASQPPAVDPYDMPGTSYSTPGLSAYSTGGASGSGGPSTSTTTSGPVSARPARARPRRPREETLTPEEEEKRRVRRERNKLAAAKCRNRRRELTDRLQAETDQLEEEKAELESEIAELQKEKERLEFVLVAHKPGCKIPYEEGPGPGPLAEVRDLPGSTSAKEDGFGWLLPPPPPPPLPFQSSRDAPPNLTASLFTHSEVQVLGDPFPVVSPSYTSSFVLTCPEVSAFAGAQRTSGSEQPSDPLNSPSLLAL
# Wnt bcat act: activates Wnt/beta-catenin signaling in a reporter cell assay; activator, plate reader; activation, % at 9.35 µM; 300,000 compounds, 1.2% hits; AID 743398; in the data active means activation above about 30%, passing the limit was not always enough;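 further: 0% = neutral control wells and 100% = positive control wells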
# NSD2 inh: inhibitors of human histone methyltransferase NSD2. O96028. NSD2 peptide methylation, AlphaScreen, 120 min. inhibition, % at 12.5 µM. 310,000 compounds, 0.54% hits. AID 743445; in the data active means inhibition above about 50%
# V-ATPase pH: yeast V-ATPase proton transport regulation by pHLuorin; S. cerevisiae, pHLuorin cytosolic pH fluorescence; response, % at 10 µM; 350,000 compounds, 0.37% hits; AID 504577; in the data active means response mostly above about 7.3%, no sharp cut-off; inactive means mostly below about 5.4%; further: actives read high; inactives centre near 0; some compounds called inactive have numbers as strong as hits; reference of the scale not given here
# CDK5 inh: inhibitors of human CDK5/p35 kinase | AID 488839 | inhibition, % at 10 µM | 330,000 compounds, 0.01% hits | Q00535+Q15078 | Recombinant CDK5/p35, ADP-Glo luminescence, 60 min;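 active means highest replicate inhibition of at least 50% and at least 75% of replicates reaching 50%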;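 further: plate controls were DMSO neutral control for no effect and GW8510 at 10 µM for full effect; many of its hits are not listed in these tables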
# Starred values were filed as active, the others as inactive; . = not tested or not shown.
# Values run as follows: dFosB act, MITF act, CDK5 inh, NSD2 inh, HTR5A inv ag, SR-BI DiI inh, PvdQ acylase, HTR5A ag ctr, V-ATPase pH, Wnt bcat act
1) CC1CCCN(CCCNC(=O)c2coc3nc4ccccc4nc23)C1 (centres undefined)
    8, 4, -0.1, ., 1, 18, 5, -2, 0, .
2) NC(=O)c1c(NC(=O)c2ccc(F)cc2Cl)sc2c1CCC2
    -3, 60, 2.0, -5, 9, 34, -12, -3, -1, 10
3) Cc1cc(C)cc(NC(=O)Nc2ccccc2N2CCCCC2)c1
    -10, -6, -1.9, -2, -20, 17, 1, 3, -5, -1
4) Cc1nn2c(COc3ccc(NC(=O)c4ccccc4Cl)cc3)nnc2c2ccccc12
    26*, 1, 1.3, -2, 0, 9, 4, 0, 0, 2
5) CCOC(=O)C1CCN(C(=O)COC(=O)c2oc3ccc(OC)cc3c2C)CC1
    -15, 8, -1.6, -1, 0, 21, -7, -2, 0, 3
6) COc1ccc(NC(=O)c2c(C)noc2C(C)C)cc1S(=O)(=O)N1CCCCC1
    -9, -13, 1.7, -2, 10, 7, -3, -3, -5, -1
7) C=CCNc1oc(Cc2cccc3ccccc23)nc1C#N
    -1, -16, -1.1, ., -39, 24, -11, 14, -2, -4
8) O=C(NCCCc1ccccc1)c1cccs1
    3, 59, 0.9, -4, 12, -38, -2, -3, 0, 8
9) CCc1ccc(/C=C2/SC(=S)N(CC(=O)Nc3nc4ccccc4s3)C2=O)cc1
    28*, 12, -0.9, -4, -3, 1, -12, 8, 3, .
10) Cc1c(Cl)cccc1NC(=S)N(Cc1cccs1)C1CCCC1
    0, -6, -0.1, 2, -11, -9, -12, 1, 0, 0
11) O=c1c2ccccc2ncn1-c1ccccc1F
    2, -8, -3.2, -1, 12, -17, 0, -4, 2, -3
12) Cc1ccc2c(c1)C(=O)OC1(O)C3C4C=CC(C4)C3C(=O)N21 (centres undefined)
    -3, ., 0.9, -4, -2, ., -3, -3, 1, 1
13) COc1ccccc1OC(C)C(=O)NNC(=S)NC1CCCC1 (centres undefined)
    2, -3, -0.7, 3, 14, -28, -5, -5, 1, 0
14) Cc1ccc(OCC(=O)N/N=C/c2cn(C)c3ccccc23)cc1
    -16, 6, 1.6, 17, -7, 2, -10, 3, 0, -2
15) O=C(N/N=C/c1ccco1)C(O)c1ccccc1 (centres undefined)
    1, ., 2.5, -1, 2, -17, -6, 2, 0, -1

# (list continues)
# Values run as follows: dFosB act, MITF act, CDK5 inh, NSD2 inh, HTR5A inv ag, SR-BI DiI inh, PvdQ acylase, HTR5A ag ctr, V-ATPase pH, Wnt bcat act
16) CCC1(C)Cc2c(sc3nc4n(c(=O)c23)CCCS4)CO1 (centres undefined)
    3, 9, -1.4, -1, -23, 47, 4, -1, 7, -2
17) COc1cnc(-c2ccccn2)nc1Sc1ccccc1
    -11, -5, -2.4, -3, -9, -19, -3, 3, -1, 1
18) Cc1ccc(C)c(NC(=O)C2C3CCCC2C3c2ccccc2)c1 (centres undefined)
    -6, -7, -1.1, 0, -30, 12, -1, -2, -1, .
19) CN(C)S(=O)(=O)c1ccc(N/C=C(\[N+](=O)[O-])S(=O)(=O)c2ccccc2)cc1
    -5, 6, 1.7, 13, -8, ., -13, 2, 0, 1
20) CCOC(=O)c1ccsc1NC(=O)CCS(=O)(=O)c1ccccc1
    -2, 3, -2.6, -1, 13, 3, -21, -3, 1, 2
21) O=C(NCCN1CCN(C(=O)c2c(F)cccc2F)CC1)C(=O)Nc1ccc(Cl)cc1
    -10, 13, -0.1, -1, -11, 65, -17, 9, 4, 0
22) CCn1c(C)cc2c(c1=O)C(c1ccncc1)C(C#N)=C(N)O2 (centres undefined)
    -6, ., -1.1, 0, 1, -26, 1, 0, 5, .
23) CC(=O)c1ccc(OCCCN2CCCCC2)cc1
    -2, ., 0.9, 1, 1, -11, -8, 0, 0, .
24) N#Cc1ccccc1NC(=O)COC(=O)CCc1ccc(S(=O)(=O)N2CCCCC2)cc1
    -7, -3, 2.0, 1, 4, -20, -9, -3, -4, 2
25) CC12CC3(C)CC(C)(C1)CC(C(=O)NC1=NCCS1)(C2)C3
    -12, 12, -1.8, 121*, 5, -1, -25, -2, 1, .
26) CC(=O)Nc1ccc(/C=N/Nc2nncc3ccccc23)cc1
    -2, ., 0.3, -2, -12, 16, 9, 3, -3, 22
27) Cc1ccc(C(=O)N/N=C\c2ccc(Br)o2)o1
    -1, 18, -2.3, 1, 2, 6, 4, -3, -1, .
28) O=C(NCCCCc1ccccc1)c1ccccc1F
    2, ., 0.9, -6, 36, -1, -21, 7, 0, 2

# Looked up above.
# For dFosB act, cpd 18 reads -6
# For NSD2 inh, cpd 4 reads -2

# Results in NSD2 inh and HTR5A ag ctr, for some of the entries so far:
item | mol | NSD2 inh | HTR5A ag ctr
11 | O=c1c2ccccc2ncn1-c1ccccc1F | -1 | -4
3 | Cc1cc(C)cc(NC(=O)Nc2ccccc2N2CCCCC2)c1 | -2 | 3

# A different layout for 13 compounds above:
nr | SMILES | dFosB act | MITF act | CDK5 inh | NSD2 inh | HTR5A inv ag | SR-BI DiI inh | PvdQ acylase | HTR5A ag ctr | V-ATPase pH | Wnt bcat act
13 | COc1ccccc1OC(C)C(=O)NNC(=S)NC1CCCC1 (centres undefined) | 2 | -3 | -0.7 | 3 | 14 | -28 | -5 | -5 | 1 | 0
14 | Cc1ccc(OCC(=O)N/N=C/c2cn(C)c3ccccc23)cc1 | -16 | 6 | 1.6 | 17 | -7 | 2 | -10 | 3 | 0 | -2
15 | O=C(N/N=C/c1ccco1)C(O)c1ccccc1 (centres undefined) | 1 | . | 2.5 | -1 | 2 | -17 | -6 | 2 | 0 | -1
16 | CCC1(C)Cc2c(sc3nc4n(c(=O)c23)CCCS4)CO1 (centres undefined) | 3 | 9 | -1.4 | -1 | -23 | 47 | 4 | -1 | 7 | -2
17 | COc1cnc(-c2ccccn2)nc1Sc1ccccc1 | -11 | -5 | -2.4 | -3 | -9 | -19 | -3 | 3 | -1 | 1
18 | Cc1ccc(C)c(NC(=O)C2C3CCCC2C3c2ccccc2)c1 (centres undefined) | -6 | -7 | -1.1 | 0 | -30 | 12 | -1 | -2 | -1 | .
19 | CN(C)S(=O)(=O)c1ccc(N/C=C(\[N+](=O)[O-])S(=O)(=O)c2ccccc2)cc1 | -5 | 6 | 1.7 | 13 | -8 | . | -13 | 2 | 0 | 1
20 | CCOC(=O)c1ccsc1NC(=O)CCS(=O)(=O)c1ccccc1 | -2 | 3 | -2.6 | -1 | 13 | 3 | -21 | -3 | 1 | 2
21 | O=C(NCCN1CCN(C(=O)c2c(F)cccc2F)CC1)C(=O)Nc1ccc(Cl)cc1 | -10 | 13 | -0.1 | -1 | -11 | 65 | -17 | 9 | 4 | 0
22 | CCn1c(C)cc2c(c1=O)C(c1ccncc1)C(C#N)=C(N)O2 (centres undefined) | -6 | . | -1.1 | 0 | 1 | -26 | 1 | 0 | 5 | .
23 | CC(=O)c1ccc(OCCCN2CCCCC2)cc1 | -2 | . | 0.9 | 1 | 1 | -11 | -8 | 0 | 0 | .
24 | N#Cc1ccccc1NC(=O)COC(=O)CCc1ccc(S(=O)(=O)N2CCCCC2)cc1 | -7 | -3 | 2.0 | 1 | 4 | -20 | -9 | -3 | -4 | 2
25 | CC12CC3(C)CC(C)(C1)CC(C(=O)NC1=NCCS1)(C2)C3 | -12 | 12 | -1.8 | 121* | 5 | -1 | -25 | -2 | 1 | .

# Screening data as filed in PubChem.
